# HUVEC prolif 384 – inhibitors of human endothelial cell proliferation; viability, % at 10 µM (by protocol); HUVEC proliferation, CellTiter-Glo luminescence, 72 h; stronger effect = lower value; 86,000 tested, 1.1% active;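 active means viability at or below 30%; inactive means viability above 30%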;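 further: 100% = median luminescence of DMSO-only cell control wells on each plate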
# HUVEC tox IL1B – HUVEC cytotoxicity counter-screen, IL-1B stimulated; AID 845; 94,000 tested, 0.41% active; cell count reduction, % at 2 µM; HUVEC cell count loss, Hoechst imaging;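 active means cell count reduction more than 3 SD above the screen-wide mean, cut at about 70% in these data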;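 further: normalized per plate to untreated control cells as the no-loss baseline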
# VCAM1 TNFa inh – reduces TNF alpha induced VCAM1 expression in HUVEC | HUVEC TNFa-induced VCAM-1 immunofluorescence, high-content imaging | inhibition, % at 2 µM | 95,000 tested, 0.48% active;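 active means inhibition above the batch mean plus 3 SD, with images confirmed as a hit by eye, cut at about 37% in these data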;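 further: 0% = TNF-stimulated DMSO wells and 100% = unstimulated control wells; not every result past the cut was called active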
# Fibroblast inh – blocks proliferation of human lung fibroblasts; 85,000 tested, 1.1% active; viability, % at 10 µM; AID 719; LL 47 human lung fibroblast viability, ATP luminescence; stronger effect = lower value;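 active means viability at or below 50% in the single dose screen; inactive means viability above 50%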;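 further: compound exposure lasted 72 h before the ATP readout; 100% = median luminescence of untreated cell-only wells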
#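 Material: human lung fibroblast line LL 47, low passage; Evaluation: viability percentage against median untreated-cell control; Buffer or medium: 15% FBS in IMEM; Incubation: 72 h compound exposure at 37 °C after overnight plating; Dosing: 0.1% DMSO in all compound wells; Measured by: CellTiter-Glo luminescence.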
# H69AR growth 86K – growth inhibitors of human H69AR lung tumor cells | H69AR lung tumor viability, ATP luminescence, 72 h; stronger effect = lower value | viability, % at 10 µM | 85,000 tested, 6% active | AID 598;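 active means viability at or below 40%; inactive means viability above 40%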;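 further: multidrug resistant small cell line overexpressing MRP-1 efflux transporter; 100% = mean luminescence of untreated control wells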
# cytoskel mod – alters cytoskeleton assembly in HUVEC cells; 91,000 tested, 0.18% active; inhibition, % at 2 µM; HUVEC TNFa F-actin phalloidin imaging, high content;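 active means inhibition above the batch mean plus 3 SD and confirmed as a hit by visual image inspection, cut at about 30% in these data, passing the limit was not always enough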; further: strong numbers were not always called active
# Pyk2 oligo antag – blocks oligomerization of human Pyk2 in cells; Q14289; Q293 cells, Pyk2 FERM NanoBiT luminescence; stronger effect = lower value; z-score (the deposit names both 25 µM and 10 µM); 99,000 tested, 0.83% active; AID 1347419;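 active means Z-score of -3 or lower, scaled per plate to the spread of control and sample wells; inactive means z-score above -3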;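 further: negative z-score means lost luminescence so less FERM oligomerization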
# TNFa cytotox – HUVEC cytotoxicity counter-screen, TNF alpha stimulated; HUVEC TNFalpha-stimulated, Hoechst cell count, imaging; 93,000 tested, 0.17% active; AID 848; cell count reduction, % at 2 µM;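 active means cell count reduction exceeding the screen mean by over 5 SD, scaled to untreated wells per plate, cut at about 78% in these data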;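 further: cells counted after 24 h of TNF alpha exposure following the 1 h pretreatment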
# Smad3 inh – blocks human Smad3 binding to FoxH1 peptide. P84022. TR-FRET Smad3/Dy647-FoxH1 peptide binding, europium anti-His. inhibition, % at 25 µM. 88,000 tested, 0.29% active. AID 630;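 active means compounds that reduce the energy-transfer binding signal between the protein and its labelled peptide by more than half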;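 further: 0% = Smad3 plus labelled peptide maximal FRET and 100% = peptide-only background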
# Target sequence (P84022 whole entry, looked up): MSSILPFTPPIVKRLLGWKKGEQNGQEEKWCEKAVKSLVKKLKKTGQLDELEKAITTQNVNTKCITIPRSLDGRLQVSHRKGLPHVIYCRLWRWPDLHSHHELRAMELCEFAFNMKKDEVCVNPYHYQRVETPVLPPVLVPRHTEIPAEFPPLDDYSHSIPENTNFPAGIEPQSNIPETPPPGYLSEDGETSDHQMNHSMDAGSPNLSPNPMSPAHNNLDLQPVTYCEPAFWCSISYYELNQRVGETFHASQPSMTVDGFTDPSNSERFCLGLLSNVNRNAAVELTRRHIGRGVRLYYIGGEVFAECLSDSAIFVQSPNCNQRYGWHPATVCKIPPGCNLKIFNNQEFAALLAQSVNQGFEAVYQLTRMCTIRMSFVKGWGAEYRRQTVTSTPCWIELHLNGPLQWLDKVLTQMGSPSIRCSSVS
# An asterisk follows results filed as active; x = not tested or not shown; [ ] = remark or other dose. Not all compounds are listed; rates above refer to the full screens.
SMILES,HUVEC prolif 384,HUVEC tox IL1B,VCAM1 TNFa inh,Fibroblast inh,H69AR growth 86K,cytoskel mod,Pyk2 oligo antag,TNFa cytotox,Smad3 inh
O=C(NCc1ccc2c(c1)OCO2)C12CC3CC(CC(C3)C1)C2,108,-2,-7,94,90,x,-1.6,17,8
CCOC(=O)C(C)Sc1cc(CS(=O)(=O)c2ccccc2)nc(-c2ccccc2)n1 (stereo not drawn),x,-45,-3,x,x,-10,-1.7,1,x
O=S(=O)(C=C(c1ccccc1)c1ccccc1)c1ccccc1,x,-20,8,x,x,-22,-1.8,4,x
Cc1cc(NC(=O)c2ccc(N3C(=O)CCC3=O)cc2)no1,106,-1,0,103,95,-2,-0.03,1,-1
COc1ccc(CCNC(=S)Nc2ccccc2C)cc1,99,-11,13,99,89,35,0.91,-14,-6
OCCN1CCN(CCSc2ccccc2)CC1,114,-12,-20,101,88,14,0.25,-28,-6
Cc1ccc(S(=O)(=O)NCCSc2nnnn2-c2ccc(C(N)=O)cc2)cc1,105,x,x,89,92,x,x,x,2
CCOC(=O)c1[nH]c2ccccc2c1NC(=O)c1nonc1C,92,-6,9,90,86,-5,0.05,-39,-19
C=CCn1c(SCC(=O)Nc2ccc(C(=O)OC(C)C)cc2)nnc1-c1cccs1,39,x,x,30*,25*,x,-1.6,x,-5
Cc1cc(=O)oc2cc(NC(=O)CCCC(=O)O)ccc12,78,-20,-2,103,89,-11,0.26,-30,-13
Cc1cc2oc(=O)cc(CN3CCN(S(=O)(=O)c4ccc5c(c4)OCCO5)CC3)c2cc1C,77,x,x,89,74,x,-2,x,5
C/C(Cl)=C/Cn1c(SCc2ccc(Cl)cc2)nc2c1c(=O)[nH]c(=O)n2C,93,9,x,101,50,x,0.55,x,-11
Nc1ccc2c(c1)C(=O)N(CCCCCC(=O)O)C2,97,-58,30,101,101,-7,0.26,4,-12
CCOC(=O)N1CCN(CC(=O)Nc2cc(C)nn2-c2nc3ccccc3s2)CC1,80,4,3,75,4.5*,8,-1.1,-36,8
CC(C)(CSc1nncn1/N=C/c1ccco1)NS(=O)(=O)c1ccc(Cl)cc1,97,-7,12,106,88,-52,0.75,-1,3
CCOC(=O)c1c(NC(=O)CSc2nnc(CN3CCOCC3)n2C)sc2c1CCCC2,94,-18,2,86,67,-1,-0.74,-10,3
CSc1nc(NCc2ccco2)c2sc3nc(C(C)C)c4c(c3c2n1)CC(C)(C)OC4,x,9,-15,x,x,30,-0.32,-55,x
Cc1cccc(-c2noc(Cc3ccc(Cl)cc3)n2)c1,100,-23,8,102,101,-16,-0.65,-8,8
CCN(CC)c1ccc(NC(=O)CSc2nc(C)cc(=O)[nH]2)cc1,97,-16,6,95,90,-9,x,-11,-12
CCOC(=O)C1CCCN(c2c(NCCc3ccc(S(N)(=O)=O)cc3)c(=O)c2=O)C1 (stereo not drawn),99,10,10,96,93,3,x,-12,-5
O=C(O)CONC(=O)c1cc(OCC(F)(F)F)ccc1OCC(F)(F)F,x,-7,-12,x,x,-16,0.15,-30,x
CCOC(=O)CSc1nc2ccccc2c(=O)n1CCN1CCOCC1,87,-10,-9,101,91,-7,0.43,2,-2
O=C(CSc1nc2c(cnn2-c2ccc(F)cc2)c(=O)[nH]1)N1CCCc2ccccc21,86,5,7,98,73,-24,-1.4,-18,2
COC(=O)C1=C(C)N(c2ccc(OC)c(OC)c2)C(=O)C1,95,x,x,120,82,x,-0.2,x,3
CCc1sc2nc(SCC(=O)Nc3cc(C)on3)n(-c3cccc(OC)c3)c(=O)c2c1C,x,14,23,x,x,3,-0.46,-5,x
N#C/C(=N\Nc1cccc(Cl)c1)C(=O)c1ccccc1,x,-11,4,x,x,-23,-1.2,23,x
COc1cc(CO)cc(Br)c1OCC(=O)O,94,-6,-3,92,103,10,x,-20,0
CCCc1nc2oc3c(NCc4ccccn4)ncnc3c2c2c1COC(C)(C)C2,99,x,x,89,67,x,0.24,x,-6
OC(CNCc1ccc(F)cc1)(c1ccccc1)c1ccc(F)cc1 (stereo not drawn),x,6,11,x,x,15,0.27,-15,x
CC(=O)Nc1ccccc1-c1ccc(C)o1,91,5,21,100,93,5,1.1,7,-8
Cc1c(C(=O)N(C)C)sc(NC(=O)c2cc([N+](=O)[O-])cc([N+](=O)[O-])c2)c1C#N,x,15,-2,x,x,-15,-0.6,-12,x
COc1ccc(-c2nnc(SCC(=O)c3ccc4c(c3)OCCO4)o2)cc1,94,-13,-6,107,102,-3,x,2,9[fluorescence artefact?]
Cc1ccccc1-n1c(SCC(=O)NCc2cccs2)nnc1-c1ccncc1,96,-6,8,96,90,28,-0.72,-30,8
CCOc1ccccc1NC(=O)C(=O)/C=C(\O)c1cc(OC)ccc1OC,71,9,3,81,8.4*,x,-0.31,-5,15
C=CCNC(=O)Nc1ccc(OCC)cc1,105,-30,22,106,89,11,1.4,-6,-4
CC(C(=O)N1CCN(C=O)CC1)N1C(=O)c2ccccc2C1=O (stereo not drawn),97,17,-4,101,97,-61,0.8,7,-1
O=c1c2ccc(Cl)cc2[nH]c(=S)n1Cc1cccnc1,x,-7,5,x,x,13,-1.7,-3,x
O=C(NC1CCN(Cc2ccccc2)CC1)C1CCCN(c2nnc(-n3cccc3)s2)C1 (stereo not drawn),104,x,x,105,75,x,x,x,13
CCSc1cc(C2C(C#N)=C(N)OC(C)=C2C(=O)OC)c(C)o1 (stereo not drawn),93,-19,11,x,69,4,1.1,-13,-1
Cc1ccc(/C=N/NC(=S)NC2CCS(=O)(=O)C2)cc1 (stereo not drawn),x,31,-25,x,x,-23,-0.32,22,x
CCC(C)NC(=O)CN(c1ccc2c(c1)OCO2)S(=O)(=O)c1c(C)n[nH]c1C (stereo not drawn),98,12,-4,98,92,-5,x,-6,6
Cc1ccc(S(=O)(=O)Oc2ccc(C)cc2/C=N/N=C2\NC(=O)C(C)S2)cc1 (stereo not drawn),73,6,-17,92,53,-11,-1.4,-39,6
COc1ccccc1-n1cnnc1SCC(=O)Nc1nc(C)c(Cl)cc1Cl,94,12,7,100,86,32,0.04,-24,-6
COc1ccc(OC)c2sc(NC(=O)c3ccc(S(=O)(=O)N(C)C)cc3)nc12,64,15,7,88,21*,-13,x,46,-6
CCn1c(NCc2cc(OC)ccc2OC)nc2ccccc21,90,14,7,89,x,x,-0.17,6,3
CCN(CC)c1ccc(N2C(=O)/C(=C\c3cccs3)SC2=S)cc1,111,-86,12,112,79,-7,1.6,-6,1
Cn1c(=O)cc(OCC(=O)Nc2ccccn2)c2ccccc21,94,-22,0,106,96,-24,0.53,2,5
Cc1ccc(-c2noc(CCCN3C(=O)c4ccccc4C3=O)n2)cc1,104,-12,-6,94,100,11,0.44,-1,-10
Cc1cccc(OCC(O)CN2C(C)(C)CC(O)CC2(C)C)c1 (stereo not drawn),95,-24,12,94,86,-2,-0.09,0,8[fluorescence artefact?]
CCOC(=O)c1ccc2c(c1)nc(SCC(=O)N1CCCCC1)n2CC,112,-6,15,105,85,18,0.03,-30,6
COc1cc(S(=O)(=O)N2CCCCC2)ccc1NC=O,59,33,8,101,86,-16,-0.87,73,-9
Clc1cccc(Nc2c3c(nc4ncnn24)CCC3)c1,96,5,-5,95,76,6,1.5,-16,1
O=C(c1csc2c1CCCC2)N1CCN(c2ccccc2)CC1,x,-7,-7,x,x,14,-0.37,-7,x
C#CCn1c(=NC(=O)c2ccc(Cl)s2)sc2cccc(OC)c21,44,-12,21,61,1.5*,-5,x,7,-23
CC(NC(=O)C1CCCN(S(=O)(=O)c2cnc[nH]2)C1)c1ccccc1 (stereo not drawn),106,-7,9,95,90,-10,x,-20,2
COC(=O)c1ccccc1NC(=O)Nc1cc(C)cc(C)n1,102,-28,11,102,102,-1,-0.73,-11,5
O=C(c1ccccc1)N(c1ccccc1)C1C=CS(=O)(=O)C1 (stereo not drawn),107,-3,10,97,99,0,-0.56,-41,-13
COc1cc(OC)c(C(=O)Nc2ccc(S(=O)(=O)Nc3ncccn3)cc2)cc1OC,97,-12,10,85,95,-21,0.48,-9,-14
COCCn1nnnc1C(c1cccs1)N1CCN(c2nc3ccccc3s2)CC1 (stereo not drawn),96,-15,-27,87,82,-17,-3.4*,-20,5
CCN(CCCNC(=O)CCn1c(=O)[nH]c2ccccc2c1=O)c1ccccc1,110,0,2,113,91,x,1.6,-32,8

# More structures
SMILES,HUVEC prolif 384,HUVEC tox IL1B,VCAM1 TNFa inh,Fibroblast inh,H69AR growth 86K,cytoskel mod,Pyk2 oligo antag,TNFa cytotox,Smad3 inh
COc1ccc(N2CCN(Cc3nc(-c4ccc(Cl)cc4Cl)no3)CC2)cc1,112,-24,0,98,98,-13,0.61,-12,2
COC(=O)c1cn(NC(=O)c2ccncc2)c(=O)c2ccccc12,98,x,x,102,93,x,1,x,-2
O=C(NC1CCCCC1)C1CCN(c2nnnn2-c2ccccc2)CC1,86,-8,22,97,78,-4,-0.16,-25,3
C=CCn1c(=O)/c(=C/c2ccc(F)cc2)s/c1=C(\C#N)c1nnc2n1CCCCC2,70,-10,-19,81,39*,52,-0.6,-6,3
O=C(Nc1ccc(Cl)cc1)N1CCC(c2nc(-c3cccs3)no2)CC1,96,-2,-21,99,83,-3,-0.55,-8,5[fluorescence artefact?]
Clc1ccccc1-c1nn2c(Cn3cnc4ccccc43)nnc2s1,95,-3,8,104,90,1,0.33,-23,-2
Cc1cc(C(=O)CC#N)c(C)n1CC(F)(F)F,76,0,-17,93,99,-40,1.4,28,-1
CCOC(=O)C1CCCN(C2CC(=O)N(c3cccc(C(F)(F)F)c3)C2=O)C1 (stereo not drawn),x,-55,-32,x,x,-18,1.1,9,x
CCn1cc(C2=NOC(C(=O)Nc3c(C)nn(Cc4ccc(F)cc4)c3C)C2)c(C)n1 (stereo not drawn),104,x,x,102,93,x,x,x,-7
O=C1CC(c2ccc(F)cc2)Cc2nc(NCC3CCCO3)ncc21 (stereo not drawn),103,-8,14,94,92,7,0.58,-12,2
CCCNc1nc2c(c(=O)[nH]c(=O)n2C)n1Cc1ccc(F)cc1,100,-12,5,98,99,-3,x,-38,3
CC1(C(=O)O)Cc2ccccc2C(=O)O1 (stereo not drawn),91,-10,5,93,98,-23,0.66,-20,10

# Molecules shown so far that have a CF3 group (three):
SMILES,HUVEC prolif 384,HUVEC tox IL1B,VCAM1 TNFa inh,Fibroblast inh,H69AR growth 86K,cytoskel mod,Pyk2 oligo antag,TNFa cytotox,Smad3 inh
O=C(O)CONC(=O)c1cc(OCC(F)(F)F)ccc1OCC(F)(F)F,x,-7,-12,x,x,-16,0.15,-30,x
Cc1cc(C(=O)CC#N)c(C)n1CC(F)(F)F,76,0,-17,93,99,-40,1.4,28,-1
CCOC(=O)C1CCCN(C2CC(=O)N(c3cccc(C(F)(F)F)c3)C2=O)C1 (stereo not drawn),x,-55,-32,x,x,-18,1.1,9,x

# Remaining list, next part
SMILES,HUVEC prolif 384,HUVEC tox IL1B,VCAM1 TNFa inh,Fibroblast inh,H69AR growth 86K,cytoskel mod,Pyk2 oligo antag,TNFa cytotox,Smad3 inh
COC(=O)c1ccccc1S(=O)(=O)N(CCCO)Cc1cc2c(C)ccc(C)c2[nH]c1=O,86,-10,20,91,73,17,-1.9,-24,13[fluorescence artefact?]
CCc1cccc(NC2c3ccccc3C(=O)N2c2ccc(C)cn2)c1 (stereo not drawn),98,-5,11,84,74,5,x,-21,-9
O=C(CC12CC3CC(CC(C3)C1)C2)NCO,93,-9,3,101,104,2,0.62,-34,-2
COc1ccc(-c2ccc(SCC(=O)NCc3ccco3)nn2)cc1,94,31,-2,102,88,18,0.98,-44,9

# Source: PubChem BioAssay (several laboratories)
